Screening data as filed in PubChem.
VP16 counter: Gal4-VP16 reporter inhibition counter-screen. AID 2546. Potency, µM (highest dose often 53.6 µM), without a hit: top-dose activity, negative = inhibition, most hits filed as inhibitors. actives 3.5% (n = 310,000). Drosophila S2 Gal4-VP16 UAS-luciferase, luminescence, 20 h;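 note: Gal4-VP16 expression switched on by copper sulfate through the metallothionein promoter; potency is the fitted concentration of half-maximal effect; % is set by controls: 0 for no effect and ±100 for the full control effect; nearly all actives have a fitted effect of over 50% in size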
BRCA1 expr act: activators of BRCA1 expression. Potency, µM (series often up to 46.1 µM), for inactives: at the top dose activation, actives largely listed as activators. MCF7-BRCA1-FFLuc reporter, luminescence, 48 h; response scale: scaled: vehicle 0%, 10 µM genistein 100%. actives 1.1% (n = 380,000); note: potency is the fitted concentration of half-maximal effect; nearly all actives have a fitted effect of over 80% in size; some results filed as inactive show a strong effect at the top dose
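MCF7-BRCA1-FFLuc, 2000 cells/well; 2 h attach, 37 °C/5% CO2; compound 48 h; luciferase substrate 15 min; luminescence end-point. Norm. to genistein 10 microM max activation and DMSO; concentration-response curves fitted.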
RORgamma inh: blocks mouse ROR gamma transcriptional activity. Drosophila S2 Gal4-RORgamma UAS-luciferase reporter, 20 h. P51450. AID 2551. Potency, µM (series often up to 53.6 µM), inactives show top-dose activity change, negative = inhibition, actives largely listed as inhibitors. actives 5.4% (n = 310,000); note: potency is the fitted concentration of half-maximal effect; % is set by controls: 0 for no effect and ±100 for the full control effect; nearly all actives have a fitted effect of over 60% in size
Target sequence (P51450 whole entry, looked up, the tested form may be a part): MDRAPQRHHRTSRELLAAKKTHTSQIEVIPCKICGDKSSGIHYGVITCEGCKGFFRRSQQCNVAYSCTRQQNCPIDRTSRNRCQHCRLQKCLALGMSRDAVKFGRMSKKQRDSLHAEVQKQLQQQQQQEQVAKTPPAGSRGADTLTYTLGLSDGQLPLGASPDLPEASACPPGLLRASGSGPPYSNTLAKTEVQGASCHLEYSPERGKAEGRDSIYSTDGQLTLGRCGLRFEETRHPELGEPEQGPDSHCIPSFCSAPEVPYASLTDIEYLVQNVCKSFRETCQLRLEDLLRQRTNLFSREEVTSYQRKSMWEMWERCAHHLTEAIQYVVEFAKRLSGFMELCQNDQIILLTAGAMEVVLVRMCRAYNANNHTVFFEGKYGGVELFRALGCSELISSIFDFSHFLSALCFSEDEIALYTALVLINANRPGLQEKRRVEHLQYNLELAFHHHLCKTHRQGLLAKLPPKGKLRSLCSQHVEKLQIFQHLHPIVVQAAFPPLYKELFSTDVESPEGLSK
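Read-out: Photinus luciferase luminescence; inhibitors lower reporter signal. Insect Schneider cells with Gal4-ROR gamma fusion under metallothionein promoter, UAS reporter; 700 uM final copper sulfate induction, 20 hr, ambient temperature.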
Menin-MLL TR inh: menin-MLL binding inhibition, Texas Red mutant peptide | O00255 | Menin + Texas Red MLL mutant peptide, fluorescence polarization | Potency, µM (doses to about 61.6 µM), without a hit: at the highest dose FP activity change, negative = inhibition, most hits filed as inhibitors | actives 0.23% (n = 270,000) | AID 1768; active = well fitted inhibition curve with a large enough effect in the polarisation, with a control signal flat, not every such curve was filed as active; inconclusive = small, poorly fitted or top-dose-only effect, or effect the other way, or a change in a side signal; inactive = no such curve, though single readings can be large or run the other way; the % refers to the polarisation; note: potency is the fitted concentration of half-maximal effect; % of control where 0% means no effect; many of its hits are not listed in these tables
FLuc counter: counter-screen for miR-21 project: firefly luciferase inhibitors or activators. P08659. AID 588342. purified FLuc, Km substrates, luminescence inhibition. Potency, µM (top dose mostly 57.5 µM), for inactives: at the highest dose activity change, negative = inhibition, most hits filed as inhibitors. actives 6.9% (n = 360,000);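 note: potency is the fitted concentration of half-maximal effect; plate controls were vehicle for no effect and reference inhibitor for full effect; nearly all actives have a fitted effect of over 55% in size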
Target sequence (P08659 whole entry, looked up): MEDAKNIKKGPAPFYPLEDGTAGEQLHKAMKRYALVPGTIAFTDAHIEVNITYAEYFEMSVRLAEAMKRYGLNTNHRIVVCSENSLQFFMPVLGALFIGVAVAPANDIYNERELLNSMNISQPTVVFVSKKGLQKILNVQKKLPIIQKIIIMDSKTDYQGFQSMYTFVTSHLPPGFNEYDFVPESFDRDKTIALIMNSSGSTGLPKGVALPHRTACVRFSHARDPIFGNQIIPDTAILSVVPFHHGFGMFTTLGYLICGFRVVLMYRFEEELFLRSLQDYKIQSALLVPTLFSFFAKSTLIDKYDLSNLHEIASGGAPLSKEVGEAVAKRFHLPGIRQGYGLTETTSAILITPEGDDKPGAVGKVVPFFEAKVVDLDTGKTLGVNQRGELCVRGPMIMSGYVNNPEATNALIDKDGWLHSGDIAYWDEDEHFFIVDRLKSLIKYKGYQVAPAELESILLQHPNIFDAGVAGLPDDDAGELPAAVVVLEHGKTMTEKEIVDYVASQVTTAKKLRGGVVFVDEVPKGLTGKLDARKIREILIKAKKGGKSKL
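Purified P. pyralis luciferase, 10 nM final, with Km-level 10 uM D-luciferin and 10 uM ATP in 50 mM Tris acetate pH 7.5, 10 mM Mg acetate, 0.01% Tween-20, 0.05% BSA; 6-point qHTS titration about 60 µM downward; luminescence read.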
NPC1 promoter act: NPC1 promoter activation; Huh7 NPC1 promoter luciferase reporter, 24 h; Potency, µM (series often up to 9.22 µM), inactives show at the top dose activation, hits mostly activators; actives 2.4% (n = 320,000); AID 485313;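 note: potency is the fitted concentration of half-maximal effect; % of control where 0% means no effect; nearly all actives have a fitted effect of over 60% in size; reporter is driven by a mutant NPC1 promoter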
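Stable NPC1-promoter luciferase Huh7 line; cpd (DMSO) 24 h, 37 °C, 5% CO2; Amplite luciferase reagent 10 min RT; luminescence readout. qHTS format.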
ELG1 genotox: genotoxicity induction in ELG1-luciferase HEK293T cells. HEK293T ELG1-luciferase reporter, luminescence, 16 h. Potency, µM (top dose mostly 46 µM), without a hit: top-dose activity change, positive = activation, hits mostly activators. actives 1.3% (n = 330,000). AID 504466; note: potency is the fitted concentration of half-maximal effect; % of control where 0% means no effect; nearly all actives have a fitted effect of over 60% in size
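Reporter readout depends on ELG1 protein level, which increases with genetic stress. After 16 hr compound exposure at 37 °C, luciferase activity was quantified using ONE-Glo.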
Giardia killer: Giardia lamblia killing. Giardia lamblia trophozoite viability. activity change, % at 7.66 µM, hits read low. actives 0.15% (n = 340,000); in the data active = activity change below about -80%; inconclusive = between about -30% and that limit;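 note: parasites exposed to compound for two days anaerobically before the ATP read; % is set by controls: 0 for no effect and ±100 for the full control effect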
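Trophozoite viability was measured as ATP-dependent luminescence, read 15-30 min after reagent addition. Before that, parasites at 100 cells/well were exposed to compounds for 48 h, anaerobically, at 37 deg C.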
p53 reactivator: re-activators of mutant p53; H1299 p53-A138V BP100-luciferase reporter, luminescence, 24 h; Potency, µM (series often up to 92.2 µM), inactives show at the highest dose activity change, positive = activation, most hits filed as activators; actives 0.063% (n = 320,000); AID 504706; note: potency is the fitted concentration of half-maximal effect; % of control where 0% means no effect; nearly all actives have a fitted effect of over 45% in size
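H1299 (p53-null), stable ts p53-A138V + BP100-Luc; 1000 cells/well, Opti-MEM/10% FBS; cpd 4 pt, 1:5; 24 h, 37 deg C, 5% CO2; detection reagent 10 min RT; luminescence.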
PKM2 act: increases activity of human pyruvate kinase M2. P14618. purified PKM2, Kinase-Glo ATP luminescence, activation; response scale: 0% is enzyme alone, no compound. Potency, µM (top dose mostly 57.5 µM), inactives show at the top dose activation, most hits filed as activators. actives 0.34% (n = 260,000). AID 1631; note: potency is the fitted concentration of half-maximal effect; % is set by controls: 0 for no effect and ±100 for the full control effect; nearly all actives have a fitted effect of over 55% in size
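Purified hPK-M2 (>95% pure) converted ADP (0.1 mM final) to ATP with 0.5 mM PEP in 50 mM imidazole pH7.2, KCl, MgCl2, Tween 20, BSA; 1 h at room temperature. ATP detected by Kinase-Glo luminescence.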
Rab9 prom act: activates the Rab9 promoter; Potency, µM (highest dose often 9.22 µM), for inactives: at the highest dose activation, negative = inhibition, usual class: activators; Huh7 Rab9 promoter-luciferase reporter, luminescence, 24 h; AID 485297; actives 2.8% (n = 320,000); note: potency is the fitted concentration of half-maximal effect; % of control where 0% means no effect; nearly all actives have a fitted effect of over 60% in size
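Using Huh7 cells stably transfected with Rab9 promoter–luciferase, compounds were incubated 24 h at 37 °C, 5% CO2; luciferase luminescence was read 10 min after reagent addition.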
Numbers without * were called inactive; ? = inconclusive; nt = no result given; & = joins results of further samples; [ ] = another dose, or the depositor's remark. Unless noted, calls come from the whole dose curve; as a rule, active = well fitted curve in the direction sought with a large enough effect; inconclusive = small, poorly fitted or top-dose-only effect, or another doubt; inactive = no such curve, though single readings can be large; an effect the other way counts as inactive or inconclusive. Not all compounds are listed; rates above refer to the full screens.

SMILES	VP16 counter	BRCA1 expr act	RORgamma inh	Menin-MLL TR inh	FLuc counter	NPC1 promoter act	ELG1 genotox	Giardia killer	p53 reactivator	PKM2 act	Rab9 prom act
CCCC1(CCC)C(=O)NC(=Nc2ccc(C)cc2)NC1=O	-10%	nt	32%	14%	-3%	-3%	-3%	nt	4%	-3%	-2%
NCCc1ccc(S(=O)(=O)F)cc1	nt	23%	nt	5%	-16%	-3%[46.1 µM]	?	-21	13%	nt	2%[46.1 µM]
Cc1ccc(Oc2cnn(-c3ccccc3)c(=O)c2Br)cc1	-6%	8%	29%	?	-13%	-1%	1%	6	1%	-3%	1%
CC(=O)c1ccc(N2CCN(c3ncccn3)CC2)c([N+](=O)[O-])c1	-2%	52%	?	7%	-1%	8%	9%	29	1%	1%	3%
CCN(CC)c1ccc(CC2C(=O)N(C)C(=O)N(C)C2=O)cc1	20%	-4%	-14%	?	?	-2%	0%	16	1%	-1%	-3%
Cc1ccccc1-[n+]1c(-c2ccccc2)cc(-c2ccccc2)cc1-c1ccccc1	nt	-54%	nt	nt	0%	-43%[inhibitor]	-10%	6	-9%	nt	-43%[inhibitor]
Fc1c(F)c(F)c(N2CCNCC2)c(F)c1F	-6%	-2%	0%	-17%	-1%	-2%	-7%	19	2%	-1%	0%
O=NN(CCCl)C(=O)NCCCl	?	22%	29%&-22%	?	-1%	2%[46.1 µM]	2%	32[activator]	4%	nt	3%[46.1 µM]
O=C(N/N=C/c1c(O)n(Cc2ccccc2)c(=O)[nH]c1=O)c1ccccc1O	?	-43%	11µM*	?	?	8%	2%	-19	32µM*	-13%	3%
O=C(c1ccc2c(c1)OCO2)C1CCCN(Cc2c(F)cccc2Cl)C1 (stereo not drawn)	2%	0%	4%	nt	6%	5%	-2%	14	-8%	-3%	-5%
CCOc1ccccc1NC(=O)N1CCC2(CC1)OCCO2	7%	-10%	-14%	-2%	2%	-2%	-2%	-18	8%	-2%	13%
CCn1c(P(C)(=O)O)nc2ccccc21	-1%	nt	-1%	-8%	4%	-1%	2%	-26	6%	22%	-3%
Cn1c(O)c(C(c2ccccn2)c2c(O)n(C)c(=S)n(C)c2=O)c(=O)n(C)c1=S	-2%	0%	0%	-19%	3%	-1%	1%	-18	-2%	3%	2%
COc1ccc(CN2CCN(Cc3ccccc3F)CC2)cc1	-4%	-11%	19%	-20%	1%	-1%	-2%	1	1%	nt	-5%
CCC(C)N1C(=O)NC(=O)C2(Cc3cc(C)ccc3N(C)C2)C1=O (stereo not drawn)	-3%	-28%	-8%	-2%	1%	4%	-13%	-9	-2%	-3%	4%
CC(=NCCC1=CCCCC1)c1c(O)[nH]c(=O)[nH]c1=O	-4%	0%	7%	9%	2%	-2%	10%	10	-1%	0%	0%
COC(=O)C1=C(c2ccc(F)cc2OCc2ccccc2)C[C@@H]2CC[C@H]1N2C	nt	-18%	nt	nt	5%	-2%	-3%	?	-7%	nt	-5%
O=C(/C=C/c1ccccc1)C1C(=O)c2ccccc2C1=O	8.9µM*	-41%	?	2%	0.38µM*	4µM*	15%	?	?	15%	2.2µM*
O=C1NC(=O)C(=Cc2ccccc2OCCOc2ccc([N+](=O)[O-])cc2)C(=O)N1	-8%	nt	28%	6%	?	2%	-3%	2	24%	5%	9%
Cc1ccc(C2CC3CCC(C2)N3Cc2ccccc2F)cc1 (stereo not drawn)	4%	-27%	-11%	-22%	0%	1%	-7%	-5	1%	-11%	-1%
CCCCn1c(=O)c(C(=O)Nc2ccsc2C(=O)OC)c(O)c2ccccc21	6%	-32%	-11%	nt	10%	-3%	-2%	12	3%	-6%	-4%
Cc1ccc2cccc(OC(=O)N3CCCC3)c2n1	-2%	14%	-5%	-13%	3%	-4%	2%	13	-8%	2%	-3%[1.84 µM]
CCCN1CCC[C@@H]2Cc3[nH]ncc3C[C@H]21	-17%	10%	-4%	-1%&-2%[24.8 µM]	nt	2%&-1%[46.1 µM]	nt	4	nt	nt	2%&-13%[46.1 µM]
Cc1c(CC(=O)N2C[C@H]3C[C@@H](C2)c2cccc(=O)n2C3)c(=O)oc2cc(O)c(Cl)cc12	-3%	-4%	-23%	8%	1%	-6%	0%	?	6%	0%	-4%
O=C(Cc1ccccc1)OCC(=O)c1ccccc1	3%	-1%	1%	nt	6.7µM*	-4%	-2%	-19	10%	-1%	0%

(further entries)
SMILES	VP16 counter	BRCA1 expr act	RORgamma inh	Menin-MLL TR inh	FLuc counter	NPC1 promoter act	ELG1 genotox	Giardia killer	p53 reactivator	PKM2 act	Rab9 prom act
CC(=O)Nc1ccccc1C(=O)OCC(=O)c1cccc2ccccc12	13%	7%	?	18%	-16%	-2%	-2%	2	3%	2%	2%
CC(Cc1ccccc1)NC(=O)NC(C)Cc1ccccc1 (stereo not drawn)	-5%	nt	30%	-13%	13µM*	?	12µM*	1	?	-7%	2.8µM*
O=C(CCNC(=O)N1C[C@H]2C[C@@H](C1)c1cccc(=O)n1C2)Nc1cccc(Cl)c1	2%	6%	-26%	-2%	0%	0%	4%	8	nt	0%	-4%
Cc1nn(C(C)(C)C)c(C)c1/C=N/OC(=O)Nc1ccc(Cl)cc1	?	-71%[inhibitor]	?	nt	0.095µM*	-38%[inhibitor]	-3%	?	-11%	2%	-39%[inhibitor]
COc1ccc2[nH]cc(CCNCc3cccnc3)c2c1	4%	-14%	-11%	7%	3%	-3%	3%	10	9%	5%	-5%
COc1cccc(/C=C2\N=C(c3cncc(Br)c3)OC2=O)c1	6%	-13%	-5%	2%	-11%	0%	0%	-6	?	-1%	11%
COc1cc(C(c2c(O)c3ccccc3oc2=O)c2c(C)n(C)n(-c3ccccc3)c2=O)ccc1O (stereo not drawn)	-2%	-16%	-3%	-9%	1%	-2%	2%	21	-25%	0%	-4%
CCCCCP(=O)(O)c1ccccc1	-13%	5%	-7%	13%	1%	-2%	13%	-14	2%	6%	6%
CNC(=O)OCCc1nccn1C	-1%	-5%	3%	10%	0%	-5%	-1%	-12	-6%	-2%	-5%
Cn1c(O)c(C(=Nc2ccccc2)SCc2ccc(Cl)cc2)c(=O)n(C)c1=O	-7%	-66%	?	nt	?	3%	-11%	0	10%	2%	1%
CCCc1nnc(NC(=O)CCC(=O)N2CCN(CCOC(c3ccccc3)c3ccccc3)CC2)s1	-7%	16%	34%	-20%	2%	-6%	-9%	3	-1%	-1%	-1%
Cc1ccc(S(=O)(=O)NC(CC(=O)N2CCC3(CC2)OCCO3)c2ccco2)cc1 (stereo not drawn)	?	-8%	-13%	-7%	1%	-3%	-3%	7	4%	4%	1%
CCOC(=O)c1cccc(NC2c3ccccc3C(=O)N2Cc2ccco2)c1 (stereo not drawn)	13µM*	-27%	?	4%	5%	-7%	?	3	-1%	14%	-15%
O=C1CC(=O)N(c2ccccc2F)C(=O)N1	1%	-11%	-1%	20%	-1%	-4%	1%	-18	-1%	nt	-2%
O=c1c2ccccc2nc(-c2ccc(Cl)cc2Cl)n1-c1nccs1	-5%	-70%	-16%	0%	0%	-1%	1%	-7	-9%	8%	-9%
CN1CC[C@@]2(C)c3cc(O)ccc3N(C)C2O1 (stereo partly drawn)	?	22%	?	?	nt	nt	nt	38[activator]	nt	nt	nt
COc1cc2c(cc1OC)C13CCN4CC5=CCOC6CC(=O)N2C1C6C5CC43 (stereo not drawn) (tested in a mixture with another compound)	-3%	5%	3%	nt	1%	-2%	0%	18	-3%	2%	-6%
Cc1cc(/C=C2/C(=O)NC(=O)N(Cc3ccco3)C2=O)c(C)n1-c1ccccc1O	1%	9%	12%	nt	?	1%	-7%	24	-8%	-7%	-7%
C[C@]12CCC3C(CCC4=C/C(=N/OCC(=O)NC(CCC(N)=O)C(=O)O)CC[C@@]43C)C1CCC2O (stereo partly drawn)	11%	17%	3%	-25%	0%	0%	3%	-25	9%	nt	-4%
CCCCC(CC)COCCCN=Cc1c(O)[nH]c(=S)[nH]c1=O (stereo not drawn)	4%	nt	?	nt	-3%	-9%	-6%	-2	-4%	7%	-15%
CCN1CCN(c2cc(=O)n3ccccc3n2)CC1	1%	-15%	-12%	8%	2%	-3%	3%	-9	10%	-1%	-4%
CCN1C(=O)CC(c2cccnc2)=Nc2ccccc21	1%	-3%	3%	6%	1%	-2%	-3%	7	11%	-1%	1%
CCNC(=O)NC(=O)C(C)OC(=O)c1c(C)nn(Cc2ccccc2)c1Cl (stereo not drawn)	6%	-19%	0%	12%	4%	-1%	1%	-16	-11%	7%	0%
Cn1c(=O)c2c(nc(N/N=C/c3c(O)n(-c4ccccc4)c(=S)[nH]c3=O)n2C)n(C)c1=O	-11%	-13%	-8%	1%	?	-2%	-1%	10	6%	-7%	-2%
CCOCCCNC(=O)C1c2cc(OC)c(OC)cc2C(=O)N2CCCCC12 (stereo not drawn)	-9%	nt	-18%	-14%	8%	0%	0%	18	-2%	11%	-1%
CCn1cc(C(=O)N2CCCCC2)c2ccccc21	-5%	-3%	2%	-10%	-10%	0%	1%	1	1%	2%	2%
